EP2 modulator = modulators of human EP2 prostaglandin E2 receptor. EP2-expressing cells, cAMP HTRF FRET, PGE2 co-stimulation. induction, % at 25 µM. hit rate 0.83% among 260,000. P43116. AID 940;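 active = compounds whose cAMP rise, as percent of the full-agonist control response, exceeds 60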;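 also: rat C6 glioma line stably carrying human EP2 under a CMV promoter; the protocol text gives 20 µM as final concentration; 100% = response of wells given 1 µM PGE2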
CHOP inhibitor = blocks CHOP induction under ER stress. CHO-K1 CHOP-promoter luciferase, tunicamycin-induced, 15-18 h. inhibition, % at 10 µM. hit rate 3.8% among 220,000;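 active = compounds that reduced the stress-induced luciferase reporter signal by more than about 70% of percent inhibition, limit read from the data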;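 also: 0% = tunicamycin plus vehicle and 100% = wells without tunicamycin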
NPY2 pot ag = potentiates or activates human NPY-Y2 receptor. activation, % at 3.6 µM. hit rate 0.45% among 220,000. cells expressing NPY-Y2, potentiator/agonist read-out; in the data active = activation above about 27%;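 also: cells stimulated with NPY near EC25 plus isoproterenol at EC100; 0% = vehicle plus submaximal agonist and 100% = vehicle plus saturating agonist; some results beyond the cut were filed as inactive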
NPY1 pot ag = human NPY-Y1 potentiation or agonism, primary screen | P25929 | NPY-Y1 expressing cells, potentiator/agonist activation | activation, % at 3.6 µM | hit rate 0.37% among 220,000 | AID 1304; in the data active = activation above about 33%, passing the limit was not always enough;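 also: cells stimulated with NPY at EC10 then isoproterenol at EC100; 0% = low agonist plus stimulus and 100% = saturating agonist plus stimulus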
zfTRPN1 agonist = agonists of zebrafish TRPN1 channel; HEK293 zebrafish TRPN1-YFP, Fluo-8 calcium fluorescence; 100% = response to 87 µM carbachol; activation, % at 3 µM; hit rate 0.18% among 220,000; AID 1424;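 active = activation above its plate's cutoff, the mean activation of test wells on that plate plus 3 SD, cut at about 19% in these data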;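 also: 0% = DMSO alone and 100% = 87 µM carbachol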
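Material: zebrafish TRPN1-YFP in HEK293 cells. Doses: one dose of 3 µM, 0.3% DMSO. Incubation: dye 1 h 37 °C plus 30 min RT. Measured by: intracellular calcium fluorescence with Fluo-8.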
NPY Y1 blocker = NPY-Y1 (human) receptor antagonism | P25929 | HEK293-CNG Y1 cells, membrane potential fluorescence; NPY at EC95, then isoproterenol | inhibition, % at 3.6 µM | hit rate 1% among 200,000 | AID 1040;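 active = inhibition above the campaign mean inhibition of all tested compounds plus 3 SD, cut at about 20% in these data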;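 also: 0% = DMSO wells given NPY plus isoproterenol and 100% = isoproterenol alone without NPY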
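material = HEK293 cells with Y1 receptor plus CNG channel | also added = NPY 25 nM then isoproterenol 1 µM plus Ro 20-1724 25 µM | schedule = dye 3 h, compound 60 min room temperature, stimulation 45 min | measured by = membrane potential fluorescence | benchmarks = high control isoproterenol alone, low control NPY with isoproterenol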
S1P4 antagonist = antagonists of human S1P4 receptor. S1P4-expressing cells, antagonist mode, reporter read-out. AID 1510. inhibition, % at 4.98 µM. O95977. hit rate 0.26% among 220,000; in the data active = inhibition above about 29%;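 also: 0% = wells stimulated with agonist and 100% = vehicle wells without agonist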
Target sequence (O95977 whole entry, looked up): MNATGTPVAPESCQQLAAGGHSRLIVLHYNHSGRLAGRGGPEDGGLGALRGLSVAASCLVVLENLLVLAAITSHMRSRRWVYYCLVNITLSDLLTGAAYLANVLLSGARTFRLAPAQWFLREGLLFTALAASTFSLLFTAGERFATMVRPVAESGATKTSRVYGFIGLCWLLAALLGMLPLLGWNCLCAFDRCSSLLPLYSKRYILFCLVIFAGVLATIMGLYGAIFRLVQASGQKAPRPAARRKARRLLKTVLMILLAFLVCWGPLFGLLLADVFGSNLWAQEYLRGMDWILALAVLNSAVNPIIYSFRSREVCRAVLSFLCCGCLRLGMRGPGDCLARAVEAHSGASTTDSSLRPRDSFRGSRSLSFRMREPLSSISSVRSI
TRPML3 ag = human mucolipin-3 channel agonism; Q8TDD5; HEK293 TRPML3-YFP, Fluo-8 calcium fluorescence; 100% = the carbachol control signal; activation, % at 3 µM; hit rate 0.29% among 220,000;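 active = activation above its plate's cutoff, the mean activation of the plate's test wells plus 3 SD, cut at about 12% in these data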;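 also: 0% = DMSO only wells and 100% = carbachol wells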
Target sequence (Q8TDD5 whole entry, looked up): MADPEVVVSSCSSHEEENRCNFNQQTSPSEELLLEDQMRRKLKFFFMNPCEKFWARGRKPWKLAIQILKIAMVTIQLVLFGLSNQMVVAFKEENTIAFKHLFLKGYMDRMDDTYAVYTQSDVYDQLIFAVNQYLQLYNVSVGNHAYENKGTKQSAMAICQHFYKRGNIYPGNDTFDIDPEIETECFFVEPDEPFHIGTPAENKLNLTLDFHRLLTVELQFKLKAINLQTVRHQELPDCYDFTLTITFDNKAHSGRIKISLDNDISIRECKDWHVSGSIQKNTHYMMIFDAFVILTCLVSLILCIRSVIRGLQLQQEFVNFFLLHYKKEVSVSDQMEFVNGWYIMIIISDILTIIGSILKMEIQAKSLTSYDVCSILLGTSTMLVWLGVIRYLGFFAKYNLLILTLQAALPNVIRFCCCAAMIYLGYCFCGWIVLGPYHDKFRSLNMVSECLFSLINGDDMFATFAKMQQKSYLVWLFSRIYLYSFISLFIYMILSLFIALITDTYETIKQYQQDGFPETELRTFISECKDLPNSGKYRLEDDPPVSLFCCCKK
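Test system: HEK293 cells stably carrying human TRPML3-YFP; Doses: single dose, 3 µM final nominal compound, 0.3% DMSO final; Schedule: dye loading 1 h 37 °C then 30 min ambient, 125 s read; Technique: Fluo-8 calcium fluorescence; Benchmarks: high control carbachol 87 µM, low control DMSO.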
S1P4 ag = activates the human S1P4 receptor. hit rate 0.35% among 220,000. O95977. AID 1509. S1P4-expressing cell line, agonist reporter assay. activation, % at 4.98 µM; in the data active = activation above about 11%;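 also: 0% = DMSO vehicle and 100% = reference agonist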
Active calls of the source: *; . = not tested or not shown; & = joins results of further samples.

no.	compound	EP2 modulator	CHOP inhibitor	NPY2 pot ag	NPY1 pot ag	zfTRPN1 agonist	NPY Y1 blocker	S1P4 antagonist	TRPML3 ag	S1P4 ag
1	COc1ccc([N+](=O)[O-])cc1/C=N/NC(=O)Cc1ccccc1	-62	14	-13	1	0.6	3	-2	0.0	-0.3
2	CC(=O)NS(=O)(=O)c1ccc(NC(=O)/C=C/c2ccccc2Cl)cc1	0	-14	8	5	0.1	5	-19	0.3	-3.6
3	Nc1c(C(=O)NCc2ccco2)sc2nc3c(cc12)C(=O)CCC3	-17	-8	-8	-10	-1.2	4	-18	-0.3	2.0
4	Cc1ccccc1-n1nc(C)c2cc(C(=O)N3CCN(S(=O)(=O)c4ccc(F)cc4)CC3)sc21	-39	21	8	16	0.4	-6	-6	0.7	-0.3
5	CCOC1(C(F)(F)F)NC(=O)N(Cc2ccc(OC)cc2)C1=O (stereo not drawn)	3	-23	-1	-12	0.5	2	3	0.4	0.4
6	CC(C)(C)C1C=C(Sc2ccccc2)C(=O)O1 (stereo not drawn)	-2	27	7	-3	-1.0	7	-12	0.2	-0.1
7	O=C(Nc1ccccc1)N(CCN1CCOCC1)Cc1ccccc1F	20	-13	4	-15	-1.3	6	-20	0.4	2.3
8	O=C(CCSc1nc(-c2ccco2)cc(C(F)(F)F)n1)Nc1ccc2c(c1)OCO2	-13	3	-22	-46	-1.0	10	-15	-0.4	-1.6
9	Cc1cc(C)nc(SCc2cc(=O)c(OC(=O)c3ccc(S(=O)(=O)N4CCCC4)cc3)co2)n1	1	21	17	14	1.2	-3	-14	1.7	1.5
10	CSc1nc2c(c(=O)n1Cc1ccccc1)SC(C)C2 (stereo not drawn)	41	31	-18	-33	-1.2	7	-8	-0.3	0.2
11	CCNc1nc(NC(C)C)nc(NC(C)(C)C)n1	5&-12	39	11	12	2.4	4	19	1.3	1.3
12	COc1cc(/C=N\Nc2nc3ccccc3o2)cc(OC)c1OC	-65	19	5	1	2.6	4	-7	0.8	0.9
13	CC(N=c1ccccn1C(=O)Nc1cccc(C(F)(F)F)c1)c1ccco1 (stereo not drawn)	2	47	-6	-1	-1.4	4	3	0.3	0.4
14	O=C(CSc1nnc(NC2CCCCC2)s1)NN1C(=O)NC2(CCCCC2)C1=O	16	15	-4	-24	-0.9	2	-6	0.2	1.9
15	CNC(=S)N/N=C/c1c(C)cccc1Cl	-1	-2	16	-2	-1.0	.	-1	-0.9	1.5
16	O=C(O)CS(=O)CC(=O)Nc1cccc(C(F)(F)F)c1 (stereo not drawn)	37	7	4	12	0.4	4	1	1.3	2.3
17	O=C(Nc1ccc(F)c(F)c1)c1oc2ccccc2c1NC(=O)C1CCCO1 (stereo not drawn)	-12	46	15	3	0.6	3	-8	1.4	-0.1
18	COC(=O)c1ccc(-c2nc(O)c(C)s2)cc1	0	4	5	14	1.2	1	2	1.2	-1.2
19	O=C(c1cccnc1Nc1ccccc1F)N1CCOCC1	0&-3	19	8	-2	-2.4	8	-4	0.6	-0.2
20	CC(C)(C)OC(=O)NCCC(=O)N/N=C/c1cccc2nccnc12	13	10	-21	1	1.4	.	6	0.5	0.6

Some of these compounds in order of molar mass, high to low:
no.	compound	EP2 modulator	CHOP inhibitor	NPY2 pot ag	NPY1 pot ag	zfTRPN1 agonist	NPY Y1 blocker	S1P4 antagonist	TRPML3 ag	S1P4 ag
9	Cc1cc(C)nc(SCc2cc(=O)c(OC(=O)c3ccc(S(=O)(=O)N4CCCC4)cc3)co2)n1	1	21	17	14	1.2	-3	-14	1.7	1.5
4	Cc1ccccc1-n1nc(C)c2cc(C(=O)N3CCN(S(=O)(=O)c4ccc(F)cc4)CC3)sc21	-39	21	8	16	0.4	-6	-6	0.7	-0.3
2	CC(=O)NS(=O)(=O)c1ccc(NC(=O)/C=C/c2ccccc2Cl)cc1	0	-14	8	5	0.1	5	-19	0.3	-3.6
3	Nc1c(C(=O)NCc2ccco2)sc2nc3c(cc12)C(=O)CCC3	-17	-8	-8	-10	-1.2	4	-18	-0.3	2.0
12	COc1cc(/C=N\Nc2nc3ccccc3o2)cc(OC)c1OC	-65	19	5	1	2.6	4	-7	0.8	0.9
1	COc1ccc([N+](=O)[O-])cc1/C=N/NC(=O)Cc1ccccc1	-62	14	-13	1	0.6	3	-2	0.0	-0.3
10	CSc1nc2c(c(=O)n1Cc1ccccc1)SC(C)C2 (stereo not drawn)	41	31	-18	-33	-1.2	7	-8	-0.3	0.2
11	CCNc1nc(NC(C)C)nc(NC(C)(C)C)n1	5&-12	39	11	12	2.4	4	19	1.3	1.3
6	CC(C)(C)C1C=C(Sc2ccccc2)C(=O)O1 (stereo not drawn)	-2	27	7	-3	-1.0	7	-12	0.2	-0.1

(listing goes on)
no.	compound	EP2 modulator	CHOP inhibitor	NPY2 pot ag	NPY1 pot ag	zfTRPN1 agonist	NPY Y1 blocker	S1P4 antagonist	TRPML3 ag	S1P4 ag
21	CC1CCc2c(sc(NS(=O)(=O)c3ccccc3)c2C(=O)OC(C)C)C1 (stereo not drawn)	-40	9	-24	-30	-0.3	6	-31	0.0	3.9
22	COc1ccc(C(C)=O)cc1COC(=O)c1cccc(N(C)C)c1	20	20	3	14	-1.7	2	-33	-0.4	-0.4
23	CC1c2ccsc2CCN1S(=O)(=O)c1cccs1 (stereo not drawn)	24	-6	10	8	-2.1	.	-3	3.5	1.4
24	CN(CCC(=O)Nc1ccc(Br)cc1)Cc1ccccc1	-3	-1	1	24	0.5	0	-1	0.8	-0.2
25	CC1Cc2nc(SCC(=O)N3CCCC3)n(C)c(=O)c2S1 (stereo not drawn)	17	-29	14	-4	-1.6	1	-8	1.0	1.4
26	Cc1cccc(C)c1Nc1c(-c2ccsc2)nc2ncccn12	-29	10	59*	46*	2.2	-7	1	0.1	0.6
27	CN1CCN(c2ccccc2NC(=O)Cc2cn(C)c3ccccc23)CC1	2	11	-3	1	1.2	6	-19	-0.8	4.4
28	O=C(Nc1ccncc1)Nc1ccc(F)c(Cl)c1	-33	10	11	20	7.3	-4	-3	12*	1.4
29	CN(C(=O)c1ccncc1)c1nnc(-c2cnccn2)s1	-9	-8	-7	9	0.5	2	-5	0.9	-0.3
30	CS/C(=N\NC(N)=O)c1ccccc1	-3	-2	7	7	-2.4	2	3	0.2	0.9
31	CC(=O)N1CCN(CC(=O)Nc2c(Cl)ccc(C)c2Cl)CC1	20	-1	-4	0	0.6	-7	-2	-0.4	-0.2
32	CC(C)(C)NC(=O)C(c1ccc(F)cc1)N(Cc1cccs1)C(=O)c1ccc(CN2CCOCC2)o1 (stereo not drawn)	-8	-2	3	-1	0.6	0	-8	0.7	-0.4
33	COc1ccc(NCc2nnc(SCC(=O)Nc3ccc(OC)cc3OC)o2)cc1	-4&-7	-1	11	-2	0.0	0	-3	0.1	0.5
34	CC(Cc1c[nH]c2ccccc12)NC(=O)C1CCCNC1=O (stereo not drawn)	-1	23	19	7	0.6	-9	-2	-1.3	0.2
35	CN(C)c1nc(N)nc(CSc2n[nH]c(-c3ccccc3)n2)n1	2	-22	0	-26	0.5	1	-28	-0.5	-0.1
36	O=c1cc(-c2ccc(F)cc2)oc2ccccc12	-44	.	-9	8	-1.9	2	-4	0.0	1.0
37	COC(=O)N/N=C/c1cccnc1	1	28	9	23	-1.1	-1	-7	0.8	0.3
38	CN(C)CCn1c(C(=O)O)cc2ccccc21	2	8	1	10	1.2	-1	-16	0.5	3.7
39	Nn1c(COc2ccc(Cl)cc2)nc2ccccc2c1=O	-25	-22	-2	-7	-0.4	1	-26	-0.1	0.4
40	CCC(C)NC(=O)CC(c1ccccc1)c1cc(C)ccc1O (stereo not drawn)	11	0	-22	-17	-2.4	2	-5	-0.5	-0.2
41	COC(=O)C1=CNC=C(C(=O)OC)C1c1cccc(OC)c1	43	23	0	-14	0.5	3	-1	0.4	0.2
42	O=C(Nc1ccccc1)OCC1CCCN2CCCCC12 (stereo not drawn)	5	20	22	12	2.2	6	2	1.3	-2.1
43	O=C(O)c1cc(CN2CCOCC2)oc1-c1ccccc1	8	-30	10	12	0.6	-3	-6	1.0	-0.1
44	CCCn1c(O)c(CN2CCCCC2)c(C)c(C#N)c1=O	13	-10	-2	-2	0.8	-4	-21	0.3	2.8
45	COc1ccc(N=CC2=C(O)CCCC2=O)cc1	-8	-6	12	8	1.3	-4	-17	1.0	0.0
46	C/C(N)=C(/C#N)C(=O)CSc1nnc(C)n1-c1ccccc1	1	3	-13	-11	0.5	-1	-13	-0.3	0.7
47	Cc1cc(Nc2cccc(F)c2)n2c(n1)nc1ccccc12	16	68	2	-7	0.6	0	-13	-0.2	-2.5
48	CCn1cnc2cc(NCc3ccncc3)ccc21	28	-12	-1	-14	-0.5	-10	-20	0.2	-0.4
49	Cc1ccc(C(c2sc3nc(C)nn3c2O)N2CCN(c3ccccc3F)CC2)cc1 (stereo not drawn)	20	45	10	-14	0.3	4	-3	0.2	0.7
50	CC1CCC(C(=O)NC(C(=O)N2CCc3ccccc3C2)C(C)C)CC1 (stereo not drawn)	12	4	5	-34	-0.9	7	-6	-0.1	1.1
51	Cc1noc(C)c1CC(=O)N1CCCC(C(=O)c2ccc(C(C)(C)C)cc2)C1 (stereo not drawn)	-11	23	12	-2	1.3	5	-4	0.6	1.8
52	CCCc1nnc(NC(=O)CCC(=O)N2CCCCC2CC)s1 (stereo not drawn)	14	21	-18	4	0.1	-5	-36	0.0	0.9
53	CCN(CC)C(=O)C(=O)Nc1ccc(F)c(Cl)c1	-5	-12	0	-5	0.6	3	2	0.7	-1.3
54	CC(=O)NC(Cc1ccc(C(C)C)cc1)C(=O)NC1CCN(c2nc(C)cc(C)n2)CC1 (stereo not drawn)	14	22	6	11	1.8	3	-8	0.5	1.6
55	COc1ccc(CNC2=CC(=O)CC(C)(C)C2)cc1	12	9	9	-10	0.3	1	-12	-0.8	1.8
56	COc1ccc(-c2cn3c(C)c(C(=O)Nc4cccc(NC(C)=O)c4)sc3n2)cc1	-23	0	-9	-18	6.6	1	-15	1.8	-1.8
57	CC(c1cccnc1)N(CCN(C)C)C(=O)Nc1ccc(Cl)cc1 (stereo not drawn)	-26	30	7	3	0.3	5	-9	1.8	-1.4
58	Cc1cc(=O)n(-c2ccc(Cl)cc2)c(=O)[nH]1	7	31	5	8	0.8	0	4	-1.3	0.8
59	N/C(=N\OC(=O)C12CC3CC(CC(C3)C1)C2)c1ccccc1	-51	0	-5	26	-0.6	4	4	-0.6	-2.7
60	CCCCNC(=O)N1CCN(C(=O)C2CCCO2)CC1 (stereo not drawn)	7	-4	9	16	0.9	4	-30	1.1	-0.5
61	COCCN(CCOC)S(=O)(=O)c1ccc(C(=O)Nc2nc(-c3ccccc3)c(C(=O)c3ccccc3)s2)cc1	-5	49	2	3	-0.6	-3	-5	0.7	0.5
